Source: PubChem BioAssay (several laboratories)
mABHD4 FP = inhibits mouse alpha/beta hydrolase domain 4; Q8VD66; purified mABHD4, FP-Rh probe fluorescence polarization; 0.54% of 370,000 active; inhibition, % at 8.92 µM;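 active = inhibition exceeding the mean over every tested compound plus 3 SD, cut at about 30% in these data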;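 also: 0% = plate median of compound wells and 100% = S159A mutant with DMSO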
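Assay system: mABHD4 protein; medium: HEPES pH 7.0, NaCl, Pluronic buffer; dosing: 8.92 µM, single dose; schedule: 45 min + 60 min at 25 °C; signal: FP readout, ex 525 nm / em 598 nm; read-out: normalized percent inhibition of probe labeling; repeats: single replicate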
TCR-CD3 inh = blocks the human TCR-CD3 interaction | TAMRA-labeled TCR probe fluorescence, biochemical | inhibition, % at 9.4 µM | 0.37% of 360,000 active | AID 651800; in the data active = inhibition above about 19%;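 also: recombinant mutant TCR 2C K166C tagged with TAMRA read by polarization; 0% = receptor in buffer alone and 100% = receptor with positive control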
LEDGF integ inh = blocks HIV-1 LEDGF/p75-dependent DNA integration. TR-FRET IN-LEDGF/p75 DNA integration, Eu/Cy5. inhibition, % at 3.7 µM. 0.64% of 370,000 active. AID 743269;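 active = inhibition above the screen-wide mean plus 3 SD, cut at about 13% in these data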;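 also: signal is the Cy5 over europium emission ratio at 671 and 618 nm; 0% = plate median of compound wells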
TDP2 absorb = blocks human TDP2 phosphodiesterase activity; AID 720702; O95551; 0.34% of 370,000 active; inhibition, % at 12.8 µM; recombinant TDP2, T5PNP hydrolysis, p-nitrophenol absorbance 415 nm;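 active = inhibition above the mean of all tested compounds plus 3 SD, set per campaign, cut at about 25% in these data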;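 also: 0% = DMSO with enzyme and 100% = buffer with substrate but no TDP2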
Target sequence (O95551 whole entry, looked up): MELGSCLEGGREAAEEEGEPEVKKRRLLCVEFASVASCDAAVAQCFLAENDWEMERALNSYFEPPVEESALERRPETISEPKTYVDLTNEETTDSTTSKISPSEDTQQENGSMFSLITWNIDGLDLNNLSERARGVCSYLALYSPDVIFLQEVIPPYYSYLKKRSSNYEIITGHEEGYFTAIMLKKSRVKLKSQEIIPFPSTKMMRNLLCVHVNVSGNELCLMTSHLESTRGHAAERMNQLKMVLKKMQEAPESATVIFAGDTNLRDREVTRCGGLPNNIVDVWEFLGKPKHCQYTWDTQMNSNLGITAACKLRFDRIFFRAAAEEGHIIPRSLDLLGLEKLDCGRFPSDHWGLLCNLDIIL
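Assay system: Recombinant human TDP2 | Quantity: 120 nM TDP2 per well | Incubation: 2 h at 37 °C | Signal: Epi absorbance | Evaluation: Percent inhibition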
NR1D1 modulator = modulates human Rev-erb alpha binding to DNA. P20393. Rev-erbα–FITC-DNA binding, fluorescence polarization, 90 min. activity, % at 10 µM. 0.79% of 370,000 active;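 active = activity above about 14%, limit read from the data; passing the limit was not always enough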;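 also: 0% = DMSO wells with 35 nM protein and 100% = DMSO wells with 750 nM protein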
HTRA1 inh = blocks human HTRA1 serine peptidase; 0.5% of 340,000 active; recombinant HTRA1, FP-rhodamine activity-based probe, fluorescence polarization; AID 504803; Q92743; inhibition, % at 5.96 µM; in the data active = inhibition above about 36%;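 also: 0% = enzyme with DMSO and 100% = wells lacking enzyme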
Target sequence (Q92743 whole entry, looked up): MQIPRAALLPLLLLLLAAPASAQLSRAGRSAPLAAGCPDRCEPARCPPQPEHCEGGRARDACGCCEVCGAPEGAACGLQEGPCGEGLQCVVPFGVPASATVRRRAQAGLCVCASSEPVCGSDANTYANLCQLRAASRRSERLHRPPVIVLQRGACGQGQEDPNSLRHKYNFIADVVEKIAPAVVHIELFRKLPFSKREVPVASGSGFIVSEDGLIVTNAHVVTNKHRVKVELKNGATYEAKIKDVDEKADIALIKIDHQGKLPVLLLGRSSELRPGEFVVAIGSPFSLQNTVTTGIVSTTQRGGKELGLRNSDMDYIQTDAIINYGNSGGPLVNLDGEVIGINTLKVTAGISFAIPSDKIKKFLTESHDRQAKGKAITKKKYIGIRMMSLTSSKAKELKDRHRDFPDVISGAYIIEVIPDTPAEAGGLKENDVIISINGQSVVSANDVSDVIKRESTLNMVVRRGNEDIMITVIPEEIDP
PG9 binder = binds the HIV-1 gp120 antibody PG9; TR-FRET gp120-PG9 antibody binding; inhibition, % at 6.7 µM; 0.43% of 360,000 active; AID 624416; in the data active = inhibition above about 8.5%
rCAG binder = r(CAG) repeat RNA binding. TO-PRO-1 dye displacement fluorescence. inhibition, % at 3 µM. 1.3% of 370,000 active. AID 651821;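 active = inhibition above the plate cutoff, the mean of all test compounds on that plate plus 3 SD, cut at about 35% in these data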;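 also: 0% = DMSO alone and 100% = 100 µM mitoxantrone as full dye displacement; higher means more dye released from RNA so lower well fluorescence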
SIAE primary = human SIAE inhibition, primary screen; Q9HAT2; SIAE FP-Rh probe binding, fluorescence polarization; inhibition, % at 9.66 µM; 0.69% of 370,000 active;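 active = inhibition above a cutoff: mean of compounds within the control limits plus 3 SD of those, cut at about 17% in these data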;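 also: 0% = plate median of compound wells and 100% = probe without SIAE protein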
PRMT1 FP inh = blocks human protein arginine methyltransferase 1 | Q99873 | AID 652257 | inhibition, % at 2.79 µM | recombinant PRMT1, activity-based probe fluorescence polarization | 1.3% of 370,000 active;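 active = inhibition above about 21% made by adding two undisclosed values, limit read from the data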
An asterisk follows results filed as active; x = not tested or not shown.

SMILES	mABHD4 FP	TCR-CD3 inh	LEDGF integ inh	TDP2 absorb	NR1D1 modulator	HTRA1 inh	PG9 binder	rCAG binder	SIAE primary	PRMT1 FP inh
CC(C)c1ccccc1NC(=O)c1cccnc1	4	1	-2	2	-4	2	-1.6	-2	4	1
O=C1C[C@H](C(=O)Nc2ccc(Cl)cc2)[C@@H](c2ccccc2)O1	2	x	2	1	-1	x	x	0	0	0
Cc1ccc(C(=O)Nc2ncc3c(Cl)cccc3n2)cc1	2	1	1	5	x	-2	0.8	-3	1	0
Cc1cc(-c2ccc([N+](=O)[O-])cc2)cc(C)n1	3	-8	-2	4	4	3	-1.1	-1	1	3
O=C(Nc1ncc(S(=O)(=O)c2ccc([N+](=O)[O-])cc2)s1)c1ccccc1F	6	4	0	13	-4	-1	-0.2	4	0	-2
CCc1ccccc1NC(=S)NN	1	4	-1	7	-1	x	0.2	1	8	4
COc1cccc(CN2C(=NC(=O)C3CCCO3)SC3CS(=O)(=O)CC32)c1 (stereo unspecified)	7	-6	-1	3	-3	5	-0.7	-1	2	2
Cc1ccc(S(=O)(=O)N2CCCC2C(=O)NCc2ccncc2)cc1 (stereo unspecified)	4	3	0	6	3	3	0.1	-3	-2	3
CCNC(=S)Nc1ccc(Cl)c(C(F)(F)F)c1	-12	8	0	-6	-1	-12	-1.2	-1	4	-2
CCCn1c(N2CCC(Cc3ccccc3)CC2)nc2c1c(=O)[nH]c(=O)n2C	4	8	2	-8	-8	-9	-0.8	-10	4	-3
COc1cc(/C=N/n2c(-c3n[nH]c4c3CCC4)n[nH]c2=S)ccc1O	1	8	1	12	3	1	1.5	1	10	-3
O=C(Nc1nnc(-c2ccco2)o1)c1ccc([N+](=O)[O-])s1	2	3	6	14	1	3	-2.0	12	-4	-4
Fc1ccccc1CSc1ncnc2sc3c(c12)CCCC3	6	12	-3	-6	4	-5	-6.0	1	-6	1
CC(C)(C)n1ncc2c(=O)n(CC(=O)NCCc3ccccc3)cnc21	6	-2	4	6	-2	-3	0.8	-4	-2	6
CC(=O)Nc1ccc(S(=O)(=O)NCc2cn3ccsc3n2)cc1	-6	-2	7	-17	4	-8	-2.1	4	-4	0
CC1CCN(C(c2cccs2)c2nnnn2Cc2ccccc2)CC1 (stereo unspecified)	-10	6	1	-1	5	-14	-0.2	-6	4	-2
CN(C)Cc1nnnn1-c1cccc(-n2nnnc2CN(C)C)c1	3	5	-2	6	3	7	-2.4	1	0	-4
CC1(C(=O)NS(=O)(=O)c2ccc(Cl)s2)CCN1C(=O)C1(c2ccc(Cl)cc2)CC1 (stereo unspecified)	-1	-9	-4	5	0	x	-0.6	54*	1	7
CC(=O)c1cnc(N2CCCCC2)nc1C	3	0	0	2	0	7	-0.6	0	-2	-4
COc1ccc(CCCc2nnc(SCC(=O)Nc3ccccc3F)o2)cc1	1	4	2	1	3	-2	-3.4	-4	8	0
CCCCNC(=O)C(NC(=O)c1cnc(C)cn1)C(=O)c1ccccc1 (stereo unspecified)	7	0	0	11	-2	x	-0.8	0	-3	5
CC(=O)N(Cc1ccccc1)c1ncc2c(n1)c(=O)c(C#N)c1ccccn12	4	-2	-2	2	-2	3	1.5	6	-1	12
CC(OC(=O)C12CCC(=O)N1c1ccccc1S2)C(=O)Nc1cccc(Cl)c1 (stereo unspecified)	6	5	-1	-18	6	6	-0.1	1	0	-1
Cn1c(=O)c2c(ncn2CC(=O)OCC(=O)Nc2cc(Cl)ccc2C#N)n(C)c1=O	1	5	-3	-5	0	1	-2.4	3	2	0
Nc1cc(-c2cccc(Br)c2)nn1Cc1ccccc1	-2	-1	1	-12	-1	-13	-1.4	2	4	-2
c1ccc(COc2ccc(OCCn3cncn3)cc2)cc1	1	-1	1	2	1	0	0.5	-5	-7	-1
Cc1nn(CC(=O)NCc2ccco2)c(C)c1[N+](=O)[O-]	-9	-5	2	-7	-4	-4	0.0	1	2	-7
Cc1cc(OCCSc2nnc(-c3cccs3)n2C)ccc1Cl	-58	-12	2	-4	3	-3	0.7	-4	-4	4
O=C(Cn1nc(-c2ccccc2)c2ccccc2c1=O)Nc1cccc(O)c1	-5	-4	-4	-6	-1	-7	-1.9	9	-8	3
Cc1ccc(S(=O)(=O)N2CCOCC2)cc1NC(=O)CSc1nnnn1C1CCCC1	-2	4	2	-6	-4	7	-2.6	1	-7	-1
Cc1ccccc1Cn1cc(NC(=O)COc2ccccc2)cn1	-1	6	1	-5	-6	-8	-2.8	-2	-1	-1
Cc1ccc(S(=O)(=O)N2CCN(C(=O)Cn3c(=O)oc4ccccc43)CC2)c(C)c1	1	-7	-1	-3	7	-6	-0.1	2	-1	3
COc1c(Br)cc(Br)cc1C(=O)Nc1ccccc1N1CCCC1	-2	2	2	0	-2	-1	-0.9	-3	-3	-1
CC(C)Nc1nnc(SC(C)C(=O)N(C)C2CCCCC2)s1 (stereo unspecified)	2	7	2	-13	-4	-2	-1.8	-7	-1	1
Cc1ccc(CNC(=O)CC(C)S(=O)(=O)c2ccc3c(c2)NC(=O)C(C)S3)cc1 (stereo unspecified)	5	-2	0	0	5	-7	0.1	-1	-4	1
Cc1cc(Nc2cc(Cl)nc(Sc3ccc(NC(=O)C4CC4)cc3)n2)n[nH]1	-26	5	-5	-4	1	-33	-0.2	20	-13	-3
CC1CCC(C(=O)NC(C(=O)N2CCc3ccccc3C2)C(C)C)CC1 (stereo unspecified)	-3	-2	-1	-22	1	-4	-3.4	-2	-7	-3
COC(=O)CNC(=O)c1cn(CC(C)C)c(=O)c2cc(OC)c(OC)cc12	8	-3	-2	-5	-1	3	1.1	-8	12	-3
Cc1cc([N+](=O)[O-])nn1CC(=O)Nc1cc(F)ccc1F	0	1	1	-5	-1	8	-1.8	5	3	0
C[C@H](CO)N1C[C@H](C)[C@H](CN(C)C(=O)c2ccccc2)Oc2cc(Br)ccc2S1(=O)=O	7	-4	-7	-1	11	0	-0.5	0	2	3
Cc1cccc(NS(=O)(=O)c2cc3c(cc2C)NC(=O)CO3)c1	-3	6	-4	-3	-1	-2	-0.1	2	-2	-2
COc1cccc(NC(=O)C2CCN(S(=O)(=O)c3ccc4[nH]c(=O)oc4c3)CC2)c1	42*	-2	-1	7	6	2	-0.4	22	-7	-1
O=C(NCc1ccc(Cl)cc1)C1CCN(S(=O)(=O)c2cccs2)CC1	5	-8	-4	3	1	-1	0.4	-1	14	1
O=C(NCCN1CCC(n2c(=O)[nH]c3ccccc32)CC1)C(c1ccccc1)c1ccccc1	12	2	-5	-1	0	x	1.4	0	1	2
Cc1onc(-c2ccccc2)c1C(=O)N1CCN(c2ccccn2)CC1	7	-2	-2	7	-6	3	0.4	-10	-2	-1
CSc1nc(C)c(Cc2ccccc2)c(=O)[nH]1	-3	5	6	-6	-5	0	-3.3	1	-6	3
CSc1nsc(SC)c1NC(=O)OCc1ccccc1	-5	1	0	10	0	1	-1.4	6	1	6
CCN1CCN(c2cc(C)c3cc(NC(=S)N4CCN(c5ccccc5)CC4)ccc3n2)CC1	14	3	5	-13	-2	1	-0.7	-3	10	-6
COc1ccc(Nc2cc(C)c3ccc(O)cc3n2)cc1	11	0	-1	0	-1	1	-1.0	5	3	0
COC(=O)c1ccccc1NC(=O)Nc1cccnc1	6	-5	1	5	3	2	-0.3	2	-4	-1
COc1ccc(C)cc1NC(=O)CN(c1ccccc1F)S(C)(=O)=O	2	1	2	4	-3	1	1.8	-5	8	2
COC(=O)N1C(=O)[C@](c2ccccc2)(C2CCCCC2)N1C(=O)OC	-2	-5	-4	-2	-1	-3	-2.6	2	-1	2
Cc1ccc(/C=N/n2nnnc2N)cc1[N+](=O)[O-]	0	-1	2	1	0	-7	-2.0	0	-3	2
CCCn1c(=N)n(CC(=O)c2ccc(Cl)c(Cl)c2)c2ccccc21	12	1	-4	-1	3	-22	-0.9	14	5	-3
COc1ccc(C2C(C#N)=C(N)N(Nc3ccccc3)C3=C2C(=O)CC(C)(C)C3)cc1C (stereo unspecified)	-8	0	0	0	2	-10	1.6	5	8	1
O=C(O)CCC(=O)N1N=C(c2cccs2)CC1c1cccc([N+](=O)[O-])c1 (stereo unspecified)	4	3	2	11	-4	-1	-2.6	2	1	-1
NS(=O)(=O)c1cccc(NC(=O)c2cc(-c3cccs3)nc3ccccc23)c1	-29	1	1	7	7	-36	-0.7	13	-25	3
CC(CP(=O)(O)O)NC(=O)Cc1ccccc1 (stereo unspecified)	4	1	1	-5	-3	7	-0.8	-1	-1	1
O=C(Nc1ccc2c(c1)C(=O)NC2=O)c1cc(Cl)ccc1Cl	-3	5	-2	2	144*	-10	9.5*	5	2	-2
COC(=O)CSC1=C(C#N)C(c2ccc(Cl)cc2)C(C(=O)OC)C(=O)N1 (stereo unspecified)	-3	3	1	14	-4	-2	-2.0	5	-1	3

Gathered by group: the compounds so far containing a cyano group.
SMILES	mABHD4 FP	TCR-CD3 inh	LEDGF integ inh	TDP2 absorb	NR1D1 modulator	HTRA1 inh	PG9 binder	rCAG binder	SIAE primary	PRMT1 FP inh
CC(=O)N(Cc1ccccc1)c1ncc2c(n1)c(=O)c(C#N)c1ccccn12	4	-2	-2	2	-2	3	1.5	6	-1	12
Cn1c(=O)c2c(ncn2CC(=O)OCC(=O)Nc2cc(Cl)ccc2C#N)n(C)c1=O	1	5	-3	-5	0	1	-2.4	3	2	0
COc1ccc(C2C(C#N)=C(N)N(Nc3ccccc3)C3=C2C(=O)CC(C)(C)C3)cc1C (stereo unspecified)	-8	0	0	0	2	-10	1.6	5	8	1
COC(=O)CSC1=C(C#N)C(c2ccc(Cl)cc2)C(C(=O)OC)C(=O)N1 (stereo unspecified)	-3	3	1	14	-4	-2	-2.0	5	-1	3

Next section.
SMILES	mABHD4 FP	TCR-CD3 inh	LEDGF integ inh	TDP2 absorb	NR1D1 modulator	HTRA1 inh	PG9 binder	rCAG binder	SIAE primary	PRMT1 FP inh
O=C(CC1C(=O)NCCN1Cc1c(F)cccc1Cl)NC1CCCCCC1 (stereo unspecified)	2	3	-8	-11	9	0	-1.3	-11	4	4
CCC(C)(C)n1nnnc1C(c1cc2cc(C)cc(C)c2[nH]c1=O)N1CCN(C(=O)c2ccco2)CC1 (stereo unspecified)	3	5	-2	5	9	-8	-0.7	0	-4	1
COc1cc2c(cc1OC)CN(C1CCCN(Cc3cc(Cl)ccc3O)C1)CC2 (stereo unspecified)	7	-5	-4	-4	1	0	0.9	0	-3	4
COc1ccc(F)cc1S(=O)(=O)n1nc(C)cc1C	7	-1	-7	-5	1	8	0.1	12	-1	2
COC(=O)c1cc(C(=O)OCC(=O)NC(=O)NCc2ccccc2)cc([N+](=O)[O-])c1	-2	-2	-1	2	-8	9	1.8	5	-9	5
COc1ccc(C(=O)NC(=S)Nc2ccc3oc(=O)ccc3c2)cc1[N+](=O)[O-]	-1	0	-4	-2	-14	1	0.0	1	0	1
CCOC(=O)C1C2C=CC3(CN(Cc4ccccc4)C(=O)C13)O2 (stereo unspecified)	-5	-4	0	6	3	2	-0.1	-4	0	-2
Cc1nc(SCC(=O)c2cc3ccccc3oc2=O)c(C#N)c(-c2ccccc2)c1C(=O)Nc1ccccc1	-5	-10	-4	4	14	-17	-0.9	17	-20	4

Not all compounds are listed, so the mix of outcomes need not match the whole.
